Screens as filed in PubChem.
PostGolgi ctrl = inhibits growth of the yeast control strain; 98,000 tested, 5% active; inhibition, % at 10 µM; efflux-deficient yeast background strain, growth absorbance A615, 16 h
CYP2C19 inh = blocks human cytochrome P450 2C19; P33261; CYP2C19 Supersomes, luciferin-H EGE luminescence, 30 min; inhibition, % at 5 µM; 96,000 tested, 21% active; AID 778;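 active = CYP2C19 inhibition above a set limit at 5 µM in the primary screen, cut at about 50% in these data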;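 note: plate controls were negative control wells for no effect and 2.5 mM tranylcypromine positive control for full effect; values of inactives mirror those of a sister screen read the other way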
DAT uptake mod = modulates human dopamine transporter uptake under cocaine | Q01959 | LLC-PK1 hDAT cells, [14C]-dopamine uptake with cocaine IC80; actives deviate in either direction | B-score at 10 µM | 110,000 tested, 1.3% active | AID 449768;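 active = Z score or B-score, a plate-position-corrected score, falls beyond the plate's 99.7% confidence bounds, in either direction; inactive = both scores lie inside the 99.7% bounds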;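 note: scored against the spread of the other compound wells on the same plate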
Target sequence (Q01959 whole entry, looked up): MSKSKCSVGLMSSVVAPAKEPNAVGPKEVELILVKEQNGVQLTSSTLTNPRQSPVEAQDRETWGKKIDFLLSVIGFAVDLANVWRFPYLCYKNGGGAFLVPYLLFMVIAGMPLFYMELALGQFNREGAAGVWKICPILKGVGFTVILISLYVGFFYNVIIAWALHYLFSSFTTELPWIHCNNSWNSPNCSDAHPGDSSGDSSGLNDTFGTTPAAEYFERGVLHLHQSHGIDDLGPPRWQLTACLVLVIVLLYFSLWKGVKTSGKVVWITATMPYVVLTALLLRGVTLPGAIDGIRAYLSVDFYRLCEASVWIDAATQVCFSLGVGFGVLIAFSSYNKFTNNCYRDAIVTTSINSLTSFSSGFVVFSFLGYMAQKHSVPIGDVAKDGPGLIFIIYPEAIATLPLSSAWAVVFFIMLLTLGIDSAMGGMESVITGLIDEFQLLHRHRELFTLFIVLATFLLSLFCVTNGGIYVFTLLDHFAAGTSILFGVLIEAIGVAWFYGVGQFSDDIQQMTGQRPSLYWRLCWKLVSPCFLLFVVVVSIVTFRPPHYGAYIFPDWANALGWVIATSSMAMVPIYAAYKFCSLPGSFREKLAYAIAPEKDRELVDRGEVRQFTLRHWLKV
S1P2 antag = blocks the human S1P2 receptor; 97,000 tested, 0.21% active; inhibition, % at 5 µM; cell-based S1P2 antagonist assay, inhibition at 5 uM; in the data active = inhibition above about 45%;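 note: CRE beta-lactamase reporter cells expressing human S1P2 stimulated with S1P; 0% = agonist at EC80 alone and 100% = agonist plus reference antagonist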
Target sequence (O95136 whole entry, looked up): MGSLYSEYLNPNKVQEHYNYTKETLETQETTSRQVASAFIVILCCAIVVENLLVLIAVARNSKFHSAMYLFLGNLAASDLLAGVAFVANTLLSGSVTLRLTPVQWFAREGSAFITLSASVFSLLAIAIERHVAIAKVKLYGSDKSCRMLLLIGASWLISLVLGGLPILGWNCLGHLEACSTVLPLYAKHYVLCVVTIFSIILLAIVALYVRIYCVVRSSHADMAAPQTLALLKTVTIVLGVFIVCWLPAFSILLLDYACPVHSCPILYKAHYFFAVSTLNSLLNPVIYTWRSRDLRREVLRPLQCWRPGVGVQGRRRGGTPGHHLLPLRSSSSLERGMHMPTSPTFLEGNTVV
S1P2 ag = activates the human S1P2 receptor; 97,000 tested, 0.46% active; activation, % at 4.5 µM; AID 729; S1P2-expressing cell line, agonist reporter read-out; in the data active = activation above about 16%;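 note: 0% = vehicle low control and 100% = maximal reference agonist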
sEH inh = inhibitors of human soluble epoxide hydrolase. P34913. recombinant human sEH enzymatic activity assay. inhibition, % at 2 µM. 91,000 tested, 0.34% active; in the data active = inhibition above about 80%; note: values of inactives mirror those of a sister screen read the other way; many of its hits are not listed in these tables
CYP2C19 activ = cytochrome P450 2C19 (human) activation; P33261; recombinant CYP2C19, luciferin-H EGE luminescence; active compounds read high; 0 = fully inhibited enzyme, 1 = untreated enzyme; activation factor at 5 µM; 96,000 tested, under 10 active;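 active = activation factor of at least 2 at 5 µM in the primary screen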;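 note: 0 = wells with 2.5 mM tranylcypromine and 1 = vehicle-only wells; values of inactives mirror those of a sister screen read the other way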
PostGolgi yeast = growth inhibition of a yeast mutant, post-Golgi transport screen. post-Golgi transport phenotypic cell assay. 98,000 tested, 0.9% active. inhibition, % at 10 µM;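 note: yeast cells grown in 1536-well plates; yeast grown about 18 h at 30C before absorbance read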
sEH activator = activators of human soluble epoxide hydrolase | purified human sEH enzymatic activity, activator screen | activation, % at 2 µM | 91,000 tested, 0.04% active; in the data active = activation above about 37%; note: values of inactives mirror those of a sister screen read the other way
* hit, by the source's call; . = no result given. Cut-off read from the data, not from the text of the source, unless noted: active = inhibition above about 30%; inactive = the rest.

SMILES	PostGolgi ctrl	CYP2C19 inh	DAT uptake mod	S1P2 antag	S1P2 ag	sEH inh	CYP2C19 activ	PostGolgi yeast	sEH activator
CN(C)S(=O)(=O)N1CCN(CC(O)COc2ccc3cc(Br)ccc3c2)CC1 (centres undefined)	41*	48	0.4	27	-9	2	0.5	7	-3
CCCCC(SCC(=O)Nc1ccccc1)C(=O)O (centres undefined)	7	16	-0.46	15	-5	14	0.8	-11	-18
CC(=O)N1CCc2c(sc(NC(=O)C3CC3)c2-c2nc3ccccc3s2)C1	22	21	0.16	.	.	.	0.8	3	.
Oc1ccc(Cl)cc1-c1cc(-c2ccccc2)n[nH]1	65*	51*	-0.52	-3	-4	2	0.5	8	-3
CSc1sc2ccccc2[n+]1CCCS(=O)(=O)[O-]	9	-6	-0.92	3	26*	-5	1.1	8	5
CCNC(=O)NC(=O)C(C)Sc1nc2ccccc2n1CC(C)C (centres undefined)	32*	19	0.037	10	-7	-8	0.8	-3	10
CCOC(=O)c1c(NC(=S)NC(=O)c2cnn(CC)c2)sc2c1CCC(C)C2 (centres undefined)	2	-9	0.37	12	-9	-3	1.1	-6	6
O=C(CSc1ncccn1)Nc1ccc(S(=O)(=O)N2CCCCC2)cc1	7	5	0.84	-2	0	.	0.9	-7	.
CCCCn1c(=O)[nH]c(=O)c2c1nc(CN1C(=O)c3ccccc3S1(=O)=O)n2CCC	-4	80*	1.9	-38	-6	5	0.2	-8	-3
CCN1CNC(=S)N(c2cccc(C)c2C)C1	-5	-6	2.7	3	-4	10	1.1	-3	-8
O=C(Nc1nc2ccccc2n1CCOc1ccc(Cl)cc1)c1ccco1	49*	2	-0.7	22	-6	-12	1	7	11
COc1ccc(N2C(=O)CC(S/C(N)=N/N=C(\C)c3cccs3)C2=O)cc1 (centres undefined)	11	21	-0.55	2	-12	14	0.8	-4	-9
COc1ccc(-n2nc3c(c2NC(=O)C24CC5CC(CC(C5)C2)C4)CS(=O)C3)cc1 (centres undefined)	-1	-15	-0.26	-10	-1	9	1.1	-4	-10
CCOC(=O)Nc1ccc(NC(=O)c2c(OC)cccc2OC)cc1	18	-6	-0.34	-1	-4	8	1.1	-9	-8
O=S1(=O)N=C(N2CCN(Cc3ccccc3)CC2)c2ccccc21	-4	17	-0.26	12	-4	-15	0.8	-6	14
CCOc1ccc(-c2nnc(-c3ccc(OC)cc3)o2)cc1	.	.	0.24	-3	-7	13	.	.	-10
COC(=O)c1nc(-c2ccccc2)n[nH]1	-1	3	-0.69	0	-3	1	1	-2	-2
CCCOc1ccc(N2C(=O)CC(NCc3ccncc3)C2=O)cc1 (centres undefined)	5	68*	-0.035	7	3	-10	0.3	-2	7
Cn1cc(S(=O)(=O)N2CCN(Cc3ccccc3)CC2)c(=O)n(C)c1=O	22	2	1	-30	-1	-12	1	2	11
O=C(N1CCOCC1)N1CCN(c2ccccc2F)CC1	7	11	0.29	21	-1	.	0.9	-5	.
CCOc1ccc(S(=O)(=O)N(CC(=O)N/N=C/c2ccc(-c3ccc([N+](=O)[O-])cc3)o2)c2ccccc2)cc1	0	20	-0.38	61*	-17	-2	0.8	-1	2
N#Cc1c(N2CCOCC2)nc(N2CCCCC2)c2c1CCN(C1CCCCC1)C2	1	10	0.62	-15	-2	41	0.9	4	-41
Cn1nnnc1SCC(=O)N1CCN(C(c2ccccc2)c2ccccc2)CC1	14	.	0.3	-15	-2	13	.	7	-8
Cn1c(=O)[nH]c(=O)c2c1nc(CN1CCN(Cc3ccccc3)CC1)n2CC(N)=O	9	-7	0.58	.	.	.	1.1	1	.
O=S(=O)(c1ccc2c(c1)C(=NO)c1cc(S(=O)(=O)N3CCCCC3)ccc1-2)N1CCCCC1	17	21	0.14	12	-6	-20	0.8	-3	18
Cc1nc(N2CCN(S(=O)(=O)c3ccccc3)CC2)c2cc(-c3ccccc3)sc2n1	-2	8	0.14	-11	-1	-8	0.9	-2	7
CCc1c(C)sc(NC(=O)OC)c1C(=O)N1CCCCC1	-6	52*	.	-17	-1	-6	0.5	3	9
Cc1csc(NC(=O)CSc2nnc(-c3ccco3)n2C)n1	4	2	0.69	20	-10	14	1	-23	-13
COC(=O)c1ccc(NC(=O)C2CC(=O)N(c3ccc(C)cc3)C2)cc1 (centres undefined)	.	.	1	-20	-9	0	.	.	6
Cc1sc2ncnc(N(C)Cc3cccs3)c2c1C	14	36	0.34	3	-2	3	0.6	2	-2
Cc1ccc(-c2csc(NC(=O)CSc3ncn(-c4ccccc4)n3)n2)cc1	-3	64*	-0.48	1	1	-6	0.4	-5	6
COCCNC(=O)CSc1nc2c(n1-c1ccccc1)CCCC2	1	.	-0.46	9	-12	-4	.	2	6
COc1ccc(/C=N/NC(=O)Nc2nonc2N)cc1	.	.	0.042	-6	-6	4	.	.	-2
COc1ccc(NC(=O)CN(c2ccc(C(C)C)cc2)S(=O)(=O)c2c(C)noc2C)cc1OC	11	52*	-0.075	14	-2	6	0.5	-1	-6
COCCOC(=O)CC1=NC(=O)CS1	-1	-20	-0.54	2	-5	-7	1.2	-2	7
CCN1CCN(Cc2c(C)[nH]c3ccc(C(=O)OC)cc3c2=O)CC1	2	-2	0.039	-14	-5	7	1	-1	-4
COc1cc(C(=O)Nc2nc(N)n(-c3ccccc3)n2)cc(OC)c1OC	7	-2	-0.55	-2	-5	6	1	-5	-7
CCCOC(=O)c1cc2ccccc2oc1=O	5	-7	1.4	-12	-12	6	1.1	3	-8
Cc1ccccc1Cn1ccc(-c2ccc(Cl)cc2)c(C#N)c1=O	-4	0	1.5	6	-1	4	1	-16	-2
COC(=O)/C(=C\Nc1ccccc1N)c1ncc(C(F)(F)F)cc1Cl	2	32	-0.44	3	-10	6	0.7	4	-8
O=C(CN1CCOCC1)Nc1nc2ccc(F)cc2s1	15	17	0.034	-7	-5	-4	0.8	2	6
Cc1c(C(=O)N2CC(C)OC(C)C2)sc2nc(-c3ccc(F)cc3)cn12 (centres undefined)	6	-12	.	-10	-6	12	1.1	-4	-13
CCn1c(N2CCN(CC(=O)c3c[nH]c4ccccc34)CC2)nc2c1c(=O)[nH]c(=O)n2C	-4	37	0.15	3	-4	-8	0.6	-4	8
Cc1ccsc1C(=O)OCC(=O)c1cc2ccccc2o1	16	44	0.25	10	-6	0	0.6	-3	2
COc1ccccc1NCC(O)Cn1c2ccccc2c2ccccc21 (centres undefined)	57*	69*	2.1	-19	-2	-15	0.3	13	12
CCCCCNc1nc2ccccc2nc1NS(=O)(=O)c1cccs1	24	4	0.096	-6	-6	-13	1	6	13
C/C(N)=C(/C#N)C(=O)COC(=O)CCSc1ccccc1	4	68*	0.41	-6	-2	-4	0.3	4	2
COc1cc(CNC(C)c2ccccc2)c(Br)cc1OCC(N)=O (centres undefined)	1	15	-0.97	17	-4	-12	0.8	0	10
Cc1cc(N2CCN(c3ccccc3)CC2)nc(N)n1	.	.	0.2	3	-7	5	.	.	-2
O=C(O)C(Cc1ccccc1)N1Cc2ccccc2C1=O (centres undefined)	-4	-4	0.52	-4	-5	6	1	0	-7
CCC(c1nnnn1CS(=O)(=O)c1ccc(C)cc1)N1CCN(c2nc3ccccc3s2)CC1 (centres undefined)	22	13	0.44	-3	-10	-5	0.9	9	4
O=C(c1cccnc1)N1CCN(CCCc2ccccc2)CC1	12	11	-0.44	17	-2	-7	0.9	13	7
CCc1ccc2[nH]c(=O)c(CN(CCN(CC)CC)C(=O)NC3CCCCC3)cc2c1	3	8	0.98	.	.	.	0.9	4	.
CCOC(=O)Nc1ccc(S(=O)(=O)NCCCN2CCOCC2)cc1	2	-17	-0.83	4	-4	2	1.2	10	1
O=C(CN(c1ccc(F)cc1)S(=O)(=O)c1ccc2c(c1)OCCO2)NCc1cccnc1	-6	94*	-0.99	11	-4	-12	0.1	21	12
CC1CCN(C(=O)Cn2c(=O)n(Cc3ccc4c(c3)OCO4)c(=O)c3ccccc32)CC1	9	22	0.97	7	-3	.	0.8	12	.
O=C(NCc1ccco1)c1cccn2c(=O)c3c4c(sc3nc12)CCCC4	13	45	.	9	-1	-2	0.5	-2	5
COc1ccccc1/C=C1\NC(=S)N(CC2CCCO2)C1=O (centres undefined)	2	40	0.92	-5	-9	7	0.6	4	-4
CCc1nc(C)cn1S(=O)(=O)c1cc(Br)ccc1OC	4	96*	-0.0091	-3	-5	5	0	-2	-2
O=C(COc1ccc(F)c(Cl)c1)c1ccc[nH]1	8	74*	2.1	-8	-5	3	0.3	17	-3

Single entries from the results shown:
`O=C(O)C(Cc1ccccc1)N1Cc2ccccc2C1=O` (centres undefined) @ DAT uptake mod = 0.52
`O=C(CN(c1ccc(F)cc1)S(=O)(=O)c1ccc2c(c1)OCCO2)NCc1cccnc1` @ CYP2C19 inh = 94*
`CCc1ccc2[nH]c(=O)c(CN(CCN(CC)CC)C(=O)NC3CCCCC3)cc2c1` @ CYP2C19 inh = 8

Sorted by value in CYP2C19 activ (smallest number first): some entries from above.
Compound	PostGolgi ctrl	CYP2C19 inh	DAT uptake mod	S1P2 antag	S1P2 ag	sEH inh	CYP2C19 activ	sEH activator
COc1ccccc1/C=C1\NC(=S)N(CC2CCCO2)C1=O (centres undefined)	2	40	0.92	-5	-9	7	0.6	-4
O=S1(=O)N=C(N2CCN(Cc3ccccc3)CC2)c2ccccc21	-4	17	-0.26	12	-4	-15	0.8	14
CCOC(=O)c1c(NC(=S)NC(=O)c2cnn(CC)c2)sc2c1CCC(C)C2 (centres undefined)	2	-9	0.37	12	-9	-3	1.1	6

(continued)
SMILES	PostGolgi ctrl	CYP2C19 inh	DAT uptake mod	S1P2 antag	S1P2 ag	sEH inh	CYP2C19 activ	PostGolgi yeast	sEH activator
CC1Cc2ccccc2N1C(=O)C1CCCN(S(=O)(=O)c2cccc3cccnc23)C1 (centres undefined)	29	78*	1.3	-14	-2	.	0.2	-4	.
CCc1c(C)nc(SCCOc2ccc(OC)cc2)[nH]c1=O	8	66*	1.6	-5	-4	0	0.3	-3	0
Cc1cc(N2C(=O)C3C4C=CC(C4)C3C2=O)no1 (centres undefined)	1	20	0.15	-5	-5	4	0.8	-16	-6
Cc1cc2cc3c(cc2nc1SCC(=O)O)OCCO3	5	7	-0.49	17	-4	-15	0.9	-3	12
O=C(c1cccs1)N1CCC(N2CCN(c3ccccc3)CC2)CC1	3	5	-0.066	.	.	.	1	0	.
Cc1ccc(-n2c3c(c(=O)[nH]c2=O)C(C(F)(F)F)(C(F)(F)F)NC(=O)N3)cc1	5	-9	-0.44	23	-4	-4	1.1	25	6
COC(=O)c1sccc1NC(=O)CSc1cccc(Cl)c1Cl	17	17	.	-13	-2	3	0.8	-4	-5
N#Cc1c(SCc2ccccc2)nc(N2CCOCC2)c2c1CCCC2	15	35	0.96	20	-5	12	0.7	-11	-12
COC(=O)c1ccc(Cn2nc(C(F)(F)F)cc2C)cc1	15	69*	-0.35	-2	-6	8	0.3	9	-5
c1ccc(-c2nn3c(Cn4nnc5ccccc54)nnc3s2)cc1	-1	14	-0.29	-6	-4	6	0.9	-5	-6
CCN(CC)Cc1cc(C(C)=O)ccc1OCC(C)C	16	3	0.019	26	-9	-3	1	-7	6
COc1ccc(NC(=O)CCCSc2nc(-c3ccco3)cc(C(F)(F)F)n2)cc1OC	.	.	0.58	-12	-3	38	.	.	-35
CCOC(=O)c1sc(NC(=O)C(CC)Sc2nccn2C)nc1C (centres undefined)	27	28	-0.07	8	-5	-7	0.7	-10	7
Cc1ccc(Cl)cc1N1CCN(C(=O)Cc2cn(C)c3ccccc23)CC1	10	53*	1.6	-7	-6	-9	0.5	1	6
CCN(CC)C(=O)CSc1nnc(COc2ccccc2)n1CC	-6	28	-0.078	-5	-5	8	0.7	-5	-6
Cc1oc2cc(O)ccc2c(=O)c1Oc1ccccc1Br	17	27	-0.19	.	.	.	0.7	-7	.
CCc1nc2c(cnn2-c2ccc(Cl)cc2)c(=O)n1-c1ccc(OC)cc1	49*	-13	-1.5	4	-1	.	1.1	4	.
O=C1CCCCCCC1Sc1ccccc1[N+](=O)[O-] (centres undefined)	8	50*	-0.51	-2	-6	-3	0.5	8	6
